Screening results (PubChem)
PGC1a acetyl inh: lowers PGC1a acetylation signal in U2OS cells. AlphaScreen anti-acetyl-lysine; with virally co-expressed GCN5 acetyltransferase. inhibition, % at 15.6 µM. 350,000 compounds, 0.17% hits. AID 651687;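 active means every replicate shows inhibition of at least 40%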;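 further: 0% = neutral control wells and 100% = positive control wells; some results beyond the cut were filed as inactive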
Statin myotox sup: protects C2C12 myotubes from simvastatin toxicity | ATP luminescence, 48 h; scaled: DMSO 0, geranylgeraniol control 100 | rescue of ATP level, % at 7.49 µM | 330,000 compounds, 0.78% hits | AID 602340;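 active means mean ATP rescue above about 67%, or every replicate alone reaching that limit, limit read from the data, passing the limit was not always enough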;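 further: myotubes were challenged with 10 µM simvastatin during compound exposure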
Cneo AK release: causes C. neoformans cell lysis; 360,000 compounds, 0.2% hits; adenylate kinase release luminescence, 4 h; normalised: neutral wells 0, clomiphene wells 100; lysis activity, % at 15 µM; AID 651654;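 active means mean lysis activity across replicates of at least 80%, whatever share of replicates individually reach that level; inactive means mean lysis activity below 80%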
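Signal: Adenylate kinase release luminescence | Assay system: Log-phase Cryptococcus neoformans yeast cells | Input: Cells at 5 × 10^6 per mL | Buffer or medium: Fresh YPD growth medium | Compound: Single dose | Schedule: Static 4 h at 37 °C with compound, 1 h detection | Controls: Clomiphene | Read-out: Luminescence rise reflecting yeast cell lysis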
* marks the source's active call; other numbers are inactive results. Some of the compounds tested. The share of hits here may be higher or lower than overall.

For Cc1ccc(C(c2nnnn2C2CCCCC2)N2CCN3CCCC3C2)cc1 (centres undefined) the results were PGC1a acetyl inh -3, Statin myotox sup 2 and Cneo AK release 2.
`Cc1ccc(CNC(=O)CCNC(=O)Cn2ccc3ccccc3c2=O)o1` gave PGC1a acetyl inh 30, Statin myotox sup 1 and Cneo AK release 2.
`CCOc1ccc(C(=O)NCc2ccco2)cc1` gave PGC1a acetyl inh 4, Statin myotox sup 6 and Cneo AK release -1.
CCOC(=O)c1sc(NC(=O)c2cccc(S(=O)(=O)N3CCN(C)CC3)c2)cc1C was read as PGC1a acetyl inh -16, Statin myotox sup -10 and Cneo AK release 0.
Screening Cc1ccc(C(c2nnnn2C(C)(C)C)N2CCN(C3CCCC3)CC2)cc1 (centres undefined) returned PGC1a acetyl inh 8, Statin myotox sup -1 and Cneo AK release 5.
C[N+]1(CC(=O)OCCCc2ccccc2)CCOCC1 was read as PGC1a acetyl inh 4, Statin myotox sup -7 and Cneo AK release 0.
COc1ccc(NC2CS(=O)(=O)CC2OC(=O)c2ccc(F)cc2)cc1 (centres undefined) was read as PGC1a acetyl inh 0, Statin myotox sup -1 and Cneo AK release -1.
For COc1ccc(-c2cc(=O)oc3cc(OCc4nn[nH]n4)ccc23)cc1 the results were PGC1a acetyl inh -1, Statin myotox sup -8 and Cneo AK release -4.
O=C1NN(c2cccc(Br)c2)C(=O)/C1=C\c1ccc(N2CCOCC2)cc1 was read as PGC1a acetyl inh 5, Statin myotox sup 18 and Cneo AK release 3.
Screening CC(C)(C)n1nnnc1CN1CCN(C2CCCC2)CC1 returned PGC1a acetyl inh 1, Statin myotox sup 16 and Cneo AK release -2.

The last 2 entries of the part above open the next one.
O=C1NN(c2cccc(Br)c2)C(=O)/C1=C\c1ccc(N2CCOCC2)cc1 was read as PGC1a acetyl inh 5, Statin myotox sup 18 and Cneo AK release 3.
Screening CC(C)(C)n1nnnc1CN1CCN(C2CCCC2)CC1 returned PGC1a acetyl inh 1, Statin myotox sup 16 and Cneo AK release -2.
Screening Cc1ccc(S(=O)(=O)Nc2cccc3cccnc23)cc1 returned PGC1a acetyl inh -21, Statin myotox sup 43 and Cneo AK release -2.
CC(C)(C)c1ccc(C(=O)N2CCNCC2)cc1 was read as PGC1a acetyl inh 0, Statin myotox sup -11 and Cneo AK release -2.
O=C(Oc1ccccc1)N1CCN(c2ccc(F)cc2)CC1 was read as PGC1a acetyl inh -8, Statin myotox sup 7 and Cneo AK release 0.
`CC[C@@]12C(=O)N(c3cccc(C)c3)C(=O)N1[C@H](c1ccc(OC)cc1)[C@@H]1C(=O)N(C(C)(C)C)C(=O)[C@@H]12` gave PGC1a acetyl inh 13, Statin myotox sup -5 and Cneo AK release -3.
O=C(Cn1cnc2c(oc3ccccc32)c1=O)N1CCCc2ccccc21 was read as PGC1a acetyl inh 4, Statin myotox sup -8 and Cneo AK release -3.
`O=C(Nc1ccccc1C(=O)O)c1ccc(Cl)c(S(=O)(=O)N2CCOCC2)c1` gave PGC1a acetyl inh 1, Statin myotox sup 9 and Cneo AK release -5.
Screening COc1cccc(-n2nnc3c(=O)n(Cc4ccc(Br)cc4)cnc32)c1 returned PGC1a acetyl inh 7, Statin myotox sup 13 and Cneo AK release -2.
For CCN(C(=O)COc1ccccc1)c1nnc(-c2cccnc2)s1 the results were PGC1a acetyl inh -7, Statin myotox sup -9 and Cneo AK release 1.
Screening CCC(C)(C(=O)NC1CCCC1)N(C(=O)CNC(C)=O)c1ccccc1 (centres undefined) returned PGC1a acetyl inh 12, Statin myotox sup 19 and Cneo AK release 2.
`CCOC(=O)Cn1nc(C)n(-c2ccc(C(C)C)cc2)c1=O` gave PGC1a acetyl inh 3, Statin myotox sup 5 and Cneo AK release -3.
Screening CC1=NN(c2ccc(C)c(C)c2)C(=O)C1C(c1cccc(O)c1)C1C(=O)N(c2ccc(C)c(C)c2)N=C1C (centres undefined) returned PGC1a acetyl inh -4, Statin myotox sup 7 and Cneo AK release -2.
`CCCSc1nnc(NC(=O)Nc2ccc(F)cc2)s1` gave PGC1a acetyl inh 0, Statin myotox sup -34 and Cneo AK release -2.
`COc1ccc(NC(=O)c2cccnc2C(=O)O)c(OC)c1` gave PGC1a acetyl inh -32, Statin myotox sup 3 and Cneo AK release 3.
FC(F)(F)c1cc(Oc2ccccc2Cl)nc(-c2ccccn2)n1 was read as PGC1a acetyl inh -9, Statin myotox sup 2 and Cneo AK release 8.
For Nc1cc(=O)nc(SCC(=O)NCc2ccccc2)n1CCc1ccccc1 the results were PGC1a acetyl inh -2, Statin myotox sup 9 and Cneo AK release 11.
Screening CCCC(=O)N1c2ccccc2C(=C2SC(C(=O)OC)=C(C(=O)OC)S2)C(=S)C1(C)C returned PGC1a acetyl inh -2, Statin myotox sup 1 and Cneo AK release 2.
Screening CCOC(=O)Cc1nnc(NC(=O)c2ccccc2OCC)s1 returned PGC1a acetyl inh -7, Statin myotox sup 2 and Cneo AK release 0.
Nc1nnc(SCc2cc3c(cc2Cl)OCO3)s1 was read as PGC1a acetyl inh -6, Statin myotox sup 5 and Cneo AK release -3.
Cc1ccc2c(c1)CCCN2C(=O)c1cccs1 was read as PGC1a acetyl inh 6, Statin myotox sup 19 and Cneo AK release 3.
For COCCn1c(=O)[nH]c2cc(C(=O)OC)ccc2c1=O the results were PGC1a acetyl inh 5, Statin myotox sup 17 and Cneo AK release 4.
CCOC(=O)N1CCN(CCC(=O)c2ccc(Cl)cc2)CC1 was read as PGC1a acetyl inh -10, Statin myotox sup 14 and Cneo AK release 1.
Screening CC(C)Cn1c(NCCO)nc2ccccc21 returned PGC1a acetyl inh 9, Statin myotox sup 93* and Cneo AK release -4.
CCc1ccc(NC(=O)Cn2nc(C(F)(F)F)c3c2CCC3)cc1 was read as PGC1a acetyl inh -7, Statin myotox sup 2 and Cneo AK release 0.
Cc1cccc(OCC(=O)O/N=C(\N)c2ccc(Cl)cc2)c1 was read as PGC1a acetyl inh 14, Statin myotox sup -52 and Cneo AK release -5.
CCN(CC(=O)Nc1ccc2c(c1)OCCO2)c1nc(-c2cccnc2)nc2ccccc12 was read as PGC1a acetyl inh -4, Statin myotox sup -1 and Cneo AK release -1.
For CCn1cc(C(=O)OCC(=O)Nc2ccc(S(=O)(=O)N3CCCC3)cc2)c(=O)c2ccc(C)nc21 the results were PGC1a acetyl inh -4, Statin myotox sup 4 and Cneo AK release -2.
`COc1ccc(S(=O)(=O)NCCSC(C)(C)C)cc1` gave PGC1a acetyl inh -4, Statin myotox sup -1 and Cneo AK release 2.
`CCOCCSc1nnc2nc(C)cc(C)n12` gave PGC1a acetyl inh 1, Statin myotox sup -4 and Cneo AK release 3.
For Cc1ccc(NC(=O)C2CCN(S(=O)(=O)c3c(C)n[nH]c3C)CC2)nc1 the results were PGC1a acetyl inh -13, Statin myotox sup 2 and Cneo AK release -1.
For CC(C)CNC(=O)CCCc1ccccc1 the results were PGC1a acetyl inh -6, Statin myotox sup -1 and Cneo AK release -2.
Screening Cc1ccc(C(=O)CSc2nc3cccnc3n2C)cc1 returned PGC1a acetyl inh -7, Statin myotox sup 14 and Cneo AK release -2.
For COc1ccccc1CNC(=O)C(CCSC)NC(=O)C1CCC(C)CC1 (centres undefined) the results were PGC1a acetyl inh -9, Statin myotox sup 0 and Cneo AK release -5.
Screening OCc1n[nH]c(CO)n1 returned PGC1a acetyl inh 10, Statin myotox sup -2 and Cneo AK release 2.
Screening CCOC(=O)c1cnc2c(cnn2C)c1NCCCN(C)C returned PGC1a acetyl inh 5, Statin myotox sup -9 and Cneo AK release -1.
Oc1ccc2c(c1)oc1cc(O)ccc12 was read as PGC1a acetyl inh -7, Statin myotox sup 63 and Cneo AK release 5.
For CC(C)Cn1c(N)c(C(=O)CSc2ccc3c(c2)OCCO3)c(=O)n(C)c1=O the results were PGC1a acetyl inh -8, Statin myotox sup 62 and Cneo AK release 1.
`C=CCNC(=O)c1ccc(N(CC=C)S(C)(=O)=O)cc1` gave PGC1a acetyl inh -4, Statin myotox sup -11 and Cneo AK release 7.
NCC(O)COCCC12CC3CC(CC(C3)C1)C2 (centres undefined) was read as PGC1a acetyl inh -5, Statin myotox sup -15 and Cneo AK release -4.
Screening Clc1cc(Br)ccc1OCCn1ccnc1 returned PGC1a acetyl inh -5, Statin myotox sup -1 and Cneo AK release 0.
Screening O=C(CSc1nc2ccccc2c(=O)n1NC(=O)c1ccccc1)c1ccccc1 returned PGC1a acetyl inh 19, Statin myotox sup -3 and Cneo AK release -2.
Screening CC(C)OC(=O)c1c(NS(=O)(=O)c2ccccc2)sc2c1CCCC2 returned PGC1a acetyl inh 7, Statin myotox sup -14 and Cneo AK release -6.
For COCCNC(=O)C(c1cccc(OC)c1)N(Cc1cccs1)C(=O)Cn1nnc2ccccc21 (centres undefined) the results were PGC1a acetyl inh 1, Statin myotox sup 0 and Cneo AK release -7.
For COc1cc2c(cc1NC(=O)COc1ccc3ccccc3c1)oc1ccccc12 the results were PGC1a acetyl inh -11, Statin myotox sup -26 and Cneo AK release -2.
For Oc1ccc(-c2n[nH]c(=S)n2Cc2ccccc2)cc1 the results were PGC1a acetyl inh -21, Statin myotox sup 11 and Cneo AK release 3.
COc1cccc(C2=CC(c3cc(OC)ccc3OC)n3nnnc3N2)c1 (centres undefined) was read as PGC1a acetyl inh 12, Statin myotox sup -5 and Cneo AK release -3.
Screening CSc1ccc(-c2nnn(Cc3ccccn3)n2)cc1 returned PGC1a acetyl inh 5, Statin myotox sup -4 and Cneo AK release -4.
For COc1cccc(/C=N/n2cnc3ccccc32)c1OC the results were PGC1a acetyl inh 5, Statin myotox sup -8 and Cneo AK release 5.
For CC(=O)C(C)Oc1ccc2c3c(c(=O)oc2c1)CCCC3 (centres undefined) the results were PGC1a acetyl inh -1, Statin myotox sup -9 and Cneo AK release 4.
Screening CCCN1C(=O)C(O)(CC(=O)c2ccc3c(c2)OCCO3)c2ccccc21 (centres undefined) returned PGC1a acetyl inh -1, Statin myotox sup 3 and Cneo AK release 2.
Screening Cc1ccc(NC(=O)C2=C(O)c3sccc3N(C)S2(=O)=O)cc1 returned PGC1a acetyl inh -1, Statin myotox sup -9 and Cneo AK release -3.
`COc1ccc(-n2c(C)cc(C(=O)Cn3nnc4ccccc4c3=O)c2C)cc1` gave PGC1a acetyl inh 0, Statin myotox sup 3 and Cneo AK release 1.
`CCCCOCCCNC1=NCCCCC1` gave PGC1a acetyl inh 13, Statin myotox sup 14 and Cneo AK release -2.
Screening Cc1ccc(C(=O)c2c[nH]c(C(=O)NCc3cccnc3)c2)cc1 returned PGC1a acetyl inh -75, Statin myotox sup -12 and Cneo AK release -4.
`O=C(NCc1ccco1)c1ccccc1NS(=O)(=O)c1ccc(Cl)s1` gave PGC1a acetyl inh 4, Statin myotox sup -26 and Cneo AK release -1.
CC(=O)Nc1ccc(S(=O)(=O)n2nc(-c3ccc(C)cc3)nc2N)cc1 was read as PGC1a acetyl inh -9, Statin myotox sup 4 and Cneo AK release -2.
CCNc1nnc(-c2ccc(C)cc2)o1 was read as PGC1a acetyl inh 6, Statin myotox sup 39 and Cneo AK release -1.
`C=CCN(CC(=O)NCc1ccc(OC)cc1)C(=O)c1csnn1` gave PGC1a acetyl inh 8, Statin myotox sup 5 and Cneo AK release 1.
Screening O=C(Nc1cccnc1Cl)c1cccnc1Cl returned PGC1a acetyl inh -3, Statin myotox sup 10 and Cneo AK release 0.
O=C(/C=C/c1c(Cl)cccc1Cl)n1cccn1 was read as PGC1a acetyl inh 4, Statin myotox sup 2 and Cneo AK release 1.

Among those listed so far, these contain an aryl thioether with sulfur outside any ring:
`CCCSc1nnc(NC(=O)Nc2ccc(F)cc2)s1` gave PGC1a acetyl inh 0, Statin myotox sup -34 and Cneo AK release -2.
For Nc1cc(=O)nc(SCC(=O)NCc2ccccc2)n1CCc1ccccc1 the results were PGC1a acetyl inh -2, Statin myotox sup 9 and Cneo AK release 11.
Nc1nnc(SCc2cc3c(cc2Cl)OCO3)s1 was read as PGC1a acetyl inh -6, Statin myotox sup 5 and Cneo AK release -3.
`CCOCCSc1nnc2nc(C)cc(C)n12` gave PGC1a acetyl inh 1, Statin myotox sup -4 and Cneo AK release 3.
Screening Cc1ccc(C(=O)CSc2nc3cccnc3n2C)cc1 returned PGC1a acetyl inh -7, Statin myotox sup 14 and Cneo AK release -2.
For CC(C)Cn1c(N)c(C(=O)CSc2ccc3c(c2)OCCO3)c(=O)n(C)c1=O the results were PGC1a acetyl inh -8, Statin myotox sup 62 and Cneo AK release 1.
Screening O=C(CSc1nc2ccccc2c(=O)n1NC(=O)c1ccccc1)c1ccccc1 returned PGC1a acetyl inh 19, Statin myotox sup -3 and Cneo AK release -2.
Screening CSc1ccc(-c2nnn(Cc3ccccn3)n2)cc1 returned PGC1a acetyl inh 5, Statin myotox sup -4 and Cneo AK release -4.
